# IMPase cell inh: membrane-permeable compound that blocks inositol monophosphatase; CHO-M1 cells, IP1 accumulation, HTRF TR-FRET ratio; inhibition (IP1 accumulation), % at 46.1 µM; 120,000 tested, under 10 active; AID 901; active = well fitted curve in the direction sought with a large enough effect in the signal ratio, not every such curve was filed as active; inconclusive = small, poorly fitted or top-dose-only effect, or a change in a side signal; inactive = no such curve, though single readings can be large or run the other way; the % refers to the signal ratio;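 also: cells stimulated with carbachol in lithium chloride buffer; plate controls were DMSO basal wells for no effect and reference inhibitor wells for full effect; higher means more IMPase inhibition seen as more IP1 and lower FRET ratio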
# Target sequence (P97697 whole entry, looked up): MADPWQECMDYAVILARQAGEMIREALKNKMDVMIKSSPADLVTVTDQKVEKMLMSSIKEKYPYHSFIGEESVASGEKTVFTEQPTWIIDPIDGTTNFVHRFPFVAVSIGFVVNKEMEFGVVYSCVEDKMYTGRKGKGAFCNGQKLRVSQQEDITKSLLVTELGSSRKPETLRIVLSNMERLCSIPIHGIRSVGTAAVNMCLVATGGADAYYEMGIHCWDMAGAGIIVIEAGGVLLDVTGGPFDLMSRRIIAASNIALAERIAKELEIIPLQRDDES
#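 Carbachol-driven Gq signalling in CHO-M1 cells (2000/well) generates IP1. Compounds that block IMPase raise IP1 and so reduce the FRET signal from Eu-anti-IP1 and d2-IP1 after a 10 min room-temperature lysis.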
# ALOX12 inhib: inhibitors of human 12-lipoxygenase (ALOX12); P18054; Potency, µM (top dose mostly 57.1 µM), without a hit: top-dose activity change, negative = inhibition, hits mostly inhibitors; 150,000 tested, 0.12% active; AID 1452; purified 12-hLO, xylenol orange hydroperoxide absorbance; also: potency is read from the fitted curve at half-maximal effect; nearly all actives have a fitted effect of over 55% in size; many of its hits are not listed in these tables
#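 Hydroperoxide formation by human 12-lipoxygenase from 40 uM arachidonic acid was followed colorimetrically via ferric-xylenol orange complex, using the 573/405 nm absorbance ratio. Enzyme concentration was 150 nM, with 30 min reaction at room temperature.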
# ALOX15B inhib: inhibitors of human 15-lipoxygenase 2 (ALOX15B). 110,000 tested, 0.56% active. purified 15hLO-2, xylenol orange hydroperoxide absorbance. Potency, µM (doses to about 57.1 µM), inactives show at the highest dose activity change, negative = inhibition, hits mostly inhibitors; also: potency is read from the fitted curve at half-maximal effect; nearly all actives have a fitted effect of over 60% in size; many of its hits are not listed in these tables
# Target sequence (O15296 whole entry, looked up): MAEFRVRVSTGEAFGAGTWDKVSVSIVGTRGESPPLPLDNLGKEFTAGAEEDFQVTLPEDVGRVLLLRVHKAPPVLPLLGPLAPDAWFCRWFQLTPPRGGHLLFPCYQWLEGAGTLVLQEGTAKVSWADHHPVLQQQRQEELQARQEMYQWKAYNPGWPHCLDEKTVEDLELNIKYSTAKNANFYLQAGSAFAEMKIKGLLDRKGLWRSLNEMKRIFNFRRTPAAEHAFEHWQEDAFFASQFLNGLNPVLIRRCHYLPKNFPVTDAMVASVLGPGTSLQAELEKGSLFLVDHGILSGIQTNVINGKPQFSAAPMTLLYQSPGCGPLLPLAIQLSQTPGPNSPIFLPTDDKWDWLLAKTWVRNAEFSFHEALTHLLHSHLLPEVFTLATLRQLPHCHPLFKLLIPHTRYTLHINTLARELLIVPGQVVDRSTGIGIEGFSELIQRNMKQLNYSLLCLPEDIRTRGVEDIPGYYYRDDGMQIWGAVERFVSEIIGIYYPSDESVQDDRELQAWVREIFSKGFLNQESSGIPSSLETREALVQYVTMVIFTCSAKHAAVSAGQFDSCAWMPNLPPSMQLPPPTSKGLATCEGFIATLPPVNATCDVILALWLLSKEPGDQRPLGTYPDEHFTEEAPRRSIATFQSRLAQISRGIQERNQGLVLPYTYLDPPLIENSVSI
#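 Purified human 15hLO-2 (50 nM) preincubated 15 min with compound, then 45 uM arachidonic acid for 90 min at RT in 25 mM Hepes pH 7.5, 0.01% Triton X-100. Hydroperoxide detected by Fe-xylenol orange; 573/405 nm absorbance ratio.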
# PNC inhibitor: perinucleolar compartment assembly inhibition; PC3M PTB-GFP, PNC prevalence imaging, 16 h; stronger effect = lower value; activity change (PNC), negative = inhibition, % at 10 µM; 140,000 tested, 3.1% active; AID 2417;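 active = readout at or below -70, meaning at least 70% loss of cells showing the perinucleolar compartment, a nuclear body marking cancer cells; inconclusive = readout between -30 and a set limit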;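 also: plate controls were DMSO wells for no effect and camptothecin positive control wells for full effect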
#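 PC3M cells stably expressing PTB-GFP, 750–1000 cells/well, treated 16 h at 37 °C with compound (23 nl of library stock), in duplicate. After paraformaldehyde fixation and Hoechst stain, imaged at 20x; PNC prevalence scored by image analysis.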
# The depositor's hits bear a star; ? = inconclusive; · = no result given; [ ] = another dose, or the depositor's remark. Unless noted, calls follow the shape of the dose curve; as a rule, active = well fitted curve in the direction sought with a large enough effect; inconclusive = small, poorly fitted or top-dose-only effect, or another doubt; inactive = no such curve, though single readings can be large; an effect the other way counts as inactive or inconclusive. Unless noted, % is scaled to controls: 0 for no effect and ±100 for the full control effect.
IMPase cell inh | ALOX12 inhib | ALOX15B inhib | PNC inhibitor | canonical_smiles
3 | 5% | 15% | 31 | CCOC(=O)c1sc2nc(CC(=O)OC)nc(NCCN(CC)CC)c2c1C
5 | -2% | · | ? | COc1cccc(NC(=S)N(Cc2ccco2)C(C)c2ccco2)c1 (stereo not given)
3 | -2% | · | -29 | COc1ccc(C2Nc3ccccc3C(=O)N2c2ccccc2)cc1CSc1ccccn1 (stereo not given)
20[20.6 µM] | -11% | -7% | -25 | CC1=CC(=O)c2ccccc2C1=O
3 | 3% | · | 8 | COc1ccc(-c2noc(CSc3nc4sc(C)c(C)c4c(=O)n3-c3ccccc3)n2)cc1
14 | -7% | -24% | 22 | Clc1ccc(OCc2nn3c(-c4ccco4)nnc3s2)c(Cl)c1
· | 4%[11.4 µM] | 11%[11.4 µM] | · | O[C@H](CNc1ccccn1)c1ccccc1
7 | 1% | 0% | ? | COC(=O)c1cc2c(=O)n3cccc(C)c3nc2n(Cc2cccnc2)c1=N
2 | -9% | 0% | ? | Cn1cc(C(=O)c2ccc(F)cc2)cc1-c1nc2ccccc2n1C
-9 | 3% | 0% | -8 | O=C1CN(C(=O)CC2c3ccccc3-c3ccccc32)CC(=O)N1
· | -2% | · | ? | CCCCCCCCNC(=O)/C(C#N)=C/c1ccc(SC)cc1
1 | -3% | · | ? | Cc1ccc(S(=O)(=O)ON2C(=O)c3ccccc3C2=O)c(C)c1
-7 | 1% | -1% | 16 | Nc1nonc1C(=O)NCCNCc1ccccc1
2 | -6% | 10%[2.29 µM] | 10 | CCNCC(O)COCC(O)CNCC (stereo not given)
1 | -2% | -11% | 47 | O=c1[nH]c2cc(Br)cnc2nc1/C=C(\O)c1ccc(F)cc1
· | -1% | · | 108 | O=C(/C=C/c1cccc([N+](=O)[O-])c1)N1CCOCC1
0 | 4% | 5% | -9 | c1cc(-n2cnnn2)ccc1NC1=NCCC1
· | -2% | 2% | · | COC(=O)c1ccc(C(NC(=O)OCc2ccccc2)/C(=C/[C@@H](C)C(=O)NCC2CC2)c2cccnc2)cc1 (stereo not given in full)
6 | 3% | 21% | 1 | COc1ccc(NC(=O)N(CCN2CCCC2)Cc2cc3cc(OC)c(OC)cc3[nH]c2=O)cc1
-8 | 3% | -1%[2.29 µM] | 9 | Cc1ccc(N2C(=O)c3n[nH]c(C)c3C2c2ccco2)cc1 (stereo not given)
8 | -3% | -11% | 80 | Cc1c(CCO)c(=O)n(C)n1C(=O)c1ccc(Cl)cc1
20 | -3% | 2% | 27 | O=S(=O)(CCN1CCN(C(c2ccccc2)c2ccccc2)CC1)C(F)(F)F
5 | 4% | -8% | 4 | COc1ccc(CNC(=O)/C=C/c2ccc(OCCCF)cc2)cc1OC
8 | 0% | -5% | 58 | Cc1cc(C)nc(N(C#N)Cc2ccccc2Cl)n1
22 | 3% | · | 84 | CCOC(=O)c1sc(=S)n(-c2ccccc2)c1SC
8 | -13% | -11% | ? | Cc1cc(C)nc(SCCc2ccncc2)n1
3 | 2% | -9% | -28 | CCCCCCn1c(NCC)nc2c1c(=O)n(C)c(=O)n2C
1 | ? | · | ? | CCCN(CC1CC1)C(=S)Nc1ccc(Oc2ccccc2)cc1
0 | 3% | -19% | 2 | Cc1ccc(S(=O)(=O)N2CCOCC2)cc1C(=O)N1c2ccccc2Sc2ccccc21
· | 1% | · | 28 | CC(C)(C)C1CCc2c(C(=O)NNC(=O)CCCC(=O)O)csc2C1 (stereo not given)
· | -2% | · | 44 | COC(=O)c1nn(-c2ccc(OC)cc2)c(=O)c2c(N)sc(C)c12
· | -14% | · | 66 | NC(=O)CC[C@@H]1NC(=O)[C@H](CO)NC(=O)c2cc([N+](=O)[O-])cc(I)c2NCCCC[C@@H](C(N)=O)NC(=O)[C@H](Cc2ccc(O)cc2)NC1=O
3 | 0% | 16% | 24 | O=C(CCc1nc(-c2ccccc2F)no1)NCCN1CCc2ccccc2C1
· | -1% | · | ? | O=C1c2ccccc2C(=O)N1CC(O)CNc1ccc(Br)cc1 (stereo not given)
0 | -4% | 11% | ? | Cc1ccc(-c2noc(-c3ccccc3C(=O)N3CCN(C)CC3)n2)cc1
3 | -2% | -12% | -5 | O=c1c2ccccc2ncn1CCCOc1ccccc1[N+](=O)[O-]
-7 | 1% | -6% | ? | Cc1cc(NC(=O)CSc2nc3ccccc3c(=O)n2Cc2ccccc2)no1
0 | -2% | 3% | 33 | CCNc1nc(OCCNS(=O)(=O)c2cc(C)ccc2C)nc(N(C)C)n1
7 | -1% | · | ? | CCOC(=O)N1CCN(C(=S)NC(C)(C)C)CC1
4 | -1% | · | 101 | O=C(CSc1nc(-c2ccco2)cc(C(F)(F)F)n1)Nc1ccccc1C(F)(F)F
8 | 6% | 1% | -9 | CC1(C)CC(CC(=O)Nc2ccccn2)C(=O)O1 (stereo not given)
-6 | 0% | 5% | ? | O=C(Nc1ncccn1)c1cccs1
20 | -4% | -5% | 45 | CCOC(=O)c1ccc(NC(=O)c2cccc(S(=O)(=O)N3CCOCC3)c2)cc1
· | 1% | 4% | · | COC(=O)CNC(=O)C1(C)C=CC2(CCCCC2)N1C(C)=O (stereo not given)
0 | -5% | 3% | ? | Cc1csc(NC(=O)C2CCC(C)(C(=O)O)C2(C)C)n1 (stereo not given)
-2 | -5% | · | 108 | Cc1nn(C)cc1CNC(=O)COc1ccc(Cl)cc1Cl
· | 1% | · | ? | c1ccc(Cn2c(-c3ccccc3)nc3nc4ccccc4nc32)cc1
2 | -2% | · | -11 | COc1ccc(-c2ccnc(SCC(=O)c3ccc(Cl)cc3)n2)cc1
-2 | -3% | 0% | 9 | O=C(N/N=C/c1ccc(OC2CSC2)cc1)c1ccccc1
4 | -7% | 0% | -27 | CCc1ccccc1NC(=S)NC1CC2CCC(C1)N2Cc1ccco1 (stereo not given)
6 | 3% | 0% | ? | CC(C)CC(c1nnnn1C1CCCC1)N1CCN(c2ccccc2F)CC1 (stereo not given)
6 | -5% | 3% | -9 | O=C(Nc1ccc2nn(-c3ccccc3)nc2c1)c1cccnc1
-8 | -3% | 3% | 20 | Cc1ccnc(SCCn2c(Br)nc3c2c(=O)[nH]c(=O)n3C)n1
4 | -13% | -3% | 23 | CC(=NCc1ccc2c(c1)OCO2)C1=C(O)c2ccccc2C1=O
8 | 3% | 33%[activator] | 33 | CCN(CC)CCCNC(=O)c1sc2nc(-c3ccc(F)cc3)cn2c1C
-4 | -2% | -9% | 51 | CCOC(=O)c1sc(NS(=O)(=O)c2cc(C)ccc2C)nc1C
-3 | -5% | -1% | 22 | CC1CN(c2nc3ccccc3nc2C(C#N)C(=O)NC2CCCCC2)CC(C)O1 (stereo not given)
1 | 5% | -7% | 73 | Cc1cc(N2CCOCC2)ncc1[N+](=O)[O-]
-4 | -18% | 1% | 5 | CCc1ccc2[nH]c(=O)c(C3C(C#N)=C(N)Oc4c3ccc3cccnc43)cc2c1 (stereo not given)
· | 3% | 9% | · | CCCCCC1C(=O)CCC1CC(=O)OC (stereo not given)

# The list goes on:
IMPase cell inh | ALOX12 inhib | ALOX15B inhib | PNC inhibitor | canonical_smiles
1 | -3% | 2% | ? | CCOC(=O)N1CCN(c2c(NCC3CCN(Cc4cccc(C)c4)CC3)c(=O)c2=O)CC1
-3 | -5% | · | 29 | Cc1ccc(C(=O)N[C@H](C(=O)Nc2cc(Cl)cc(Cl)c2)C(C)C)cc1
-11 | -2% | 5% | 12 | CCS(=O)(=O)c1ccc(C(=O)Nc2cccc(Cl)c2)c(Cl)c1Cl
-2 | 4% | 44%[activator] | -1 | CCOc1ccc(C(O)Cn2c(=N)n(CCN3CCCCC3)c3ccccc32)cc1 (stereo not given)
0 | 0% | 2% | 28 | COCCN(CC(=O)NC1CCCCC1)C(=O)CSc1nc2ccccc2o1
1 | 3% | · | 52 | COc1ccc(/C=N/NC(=O)c2ccccc2O)cc1Cn1cc(Cl)cn1
-7 | -4% | 5% | · | O=C(O)CCC/C=C\C[C@@H]1CO[C@H](C(F)(F)F)O[C@@H]1c1ccccc1O
0 | 7% | -5% | 56 | O=C(COc1ccc(/C=N/NS(=O)(=O)c2ccccc2)cc1)Nc1ccccc1
3 | -7% | 11% | ? | CCOC(=O)c1[nH]c2ccccc2c1NC(=O)CC
-18[1.84 µM] | 5% | · | 18 | Cc1ccccc1C(=O)Oc1ccccc1C(=O)N1CCOCC1
1 | -2% | -5% | -9 | CC(Oc1ccc(Cl)cc1Cl)C(=O)Nc1ncccn1 (stereo not given)
9 | 0% | -11% | -91* | Cc1ccccc1SCc1noc(C(=O)NC(C)C)c1C(=O)O
3 | -2% | 0% | ? | CCc1noc(N)c1C(=O)Nc1ccc(F)c(Cl)c1
-9 | -6% | ? | 25 | COc1ccc(-n2nnnc2Sc2ccc(S(=O)(=O)N3CCOCC3)cn2)cc1
· | -2% | · | -10 | CN(C)c1ccc(/C=C2/NC(=O)NC2=O)cc1
7 | -9% | -11% | 26 | CN(C)c1nc2ccccc2c(N)c1-c1ccccc1
18 | -5% | 17% | ? | COC(=O)c1[nH]c2ccccc2c1NC(=O)CN1CCCCCC1
· | -1% | · | -86* | Cn1c(N=NC(=O)c2ccccc2)c(O)c2ccccc21
-4 | -15% | 37%[activator] | 7 | Oc1ccc2ccccc2c1C=Nc1ccccc1-c1nc2ccccc2[nH]1
8 | -8% | -5% | ? | Cc1ccc(C)c(C(=O)CSc2nnnn2-c2cccnc2)c1
-5 | -13% | -23% | 5 | CCOc1ccc(-c2cc(NC(=O)Cn3ncc4c3-c3ccccc3OC4)on2)cc1OCC
-4 | -4% | 0% | 11 | Cc1ccc2nc(Cc3ccc(N)cc3)oc2c1
1[20.6 µM] | -3%[25.6 µM] | 11%[25.6 µM] | · | CO[C@H]1C[C@@H](O[C@@H]2[C@H](C)[C@H](O[C@@H]3O[C@@H](C)C[C@@H](N(C)C)[C@@H]3O)[C@H](C)C[C@]3(CO3)C(=O)[C@H](C)[C@H](O)[C@H](C)[C@H](C)OC(=O)[C@@H]2C)O[C@@H](C)[C@H]1O
-7 | 1% | -14% | -15 | Cc1cc(SCC(=O)N2CCCC2)nc2ccccc12
10 | -1% | · | 1 | Cc1ccc(S(=O)(=O)N(C)CC(=O)N2CCCC2)cc1
-1 | 2% | -12% | ? | COC(=O)c1ccc(C2NC(C(=O)O)CS2)cc1 (stereo not given)
· | -2% | · | -13 | COc1cc(C(=O)NCC(c2cccs2)N(C)C)cc(Cl)c1OC(C)C (stereo not given)
-3 | -2% | -1% | 5 | CC(O)(CS(=O)(=O)Cc1cccc(C(F)(F)F)c1)C(=O)Nc1cccc(C(F)(F)F)c1 (stereo not given)
-7 | 4% | -1% | -7 | O=C(CSc1nnc2ccccn12)Nc1ncc(Cl)cc1Cl
6 | -4% | 2% | -28 | COc1ccc(C2=NOC(C(=O)NCc3ccc(F)cc3)C2)cc1 (stereo not given)
-8 | 4% | -1% | 19 | O=C(O)c1c(Cl)c(Cl)c(Cl)c(Cl)c1C(=O)N1CCCC1
· | -1% | · | ? | Cc1nn(CC(=O)Nc2ccc(N(C)C)cc2)c(C)c1[N+](=O)[O-]
7 | 8% | 41%[activator] | 78 | Cc1cc(C)c2cc(CN(Cc3cccnc3)C(=O)c3ccc(F)cc3)c(Cl)nc2c1
5 | -12% | -1% | ? | CC(=O)NC12CC3CC(C1)CC(C(=O)OCC(=O)Nc1ncc(Cl)cc1Cl)(C3)C2

# Among those listed so far, these have a CF3 group.
IMPase cell inh | ALOX12 inhib | ALOX15B inhib | PNC inhibitor | canonical_smiles
20 | -3% | 2% | 27 | O=S(=O)(CCN1CCN(C(c2ccccc2)c2ccccc2)CC1)C(F)(F)F
4 | -1% | · | 101 | O=C(CSc1nc(-c2ccco2)cc(C(F)(F)F)n1)Nc1ccccc1C(F)(F)F
-7 | -4% | 5% | · | O=C(O)CCC/C=C\C[C@@H]1CO[C@H](C(F)(F)F)O[C@@H]1c1ccccc1O
-3 | -2% | -1% | 5 | CC(O)(CS(=O)(=O)Cc1cccc(C(F)(F)F)c1)C(=O)Nc1cccc(C(F)(F)F)c1 (stereo not given)

# This is a subset (hit frequency here may not be typical).
